MT stabilizer – microtubule stabilization, imaging screen | actives 0.83% (n = 200,000) | HeLa tubulin immunostaining HCS, 24 h; share of cells brighter than vehicle mean+2SD | AID 2205 | % tubulin-high responders, % at 10 µM;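 active = plate Z-score above 3 for both tubulin-high and condensed-nucleus cell shares, with cell loss under 80%, at 10 µM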;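 also: anti alpha tubulin signal scored within the nucleus-defined area of each cell; some results filed as inactive read as strong as hits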
WT yeast gro inh – growth inhibition of WT yeast, mitochondrial fusion screen; mitochondrial fusion phenotypic screen, WT strain; inhibition, % at 10 µM; actives 2.1% (n = 190,000); AID 1362; in the data active = inhibition above about 58%; tested in S. cerevisiae
Hep lipid drop – hepatic lipid droplet formation modulation; AML12 mouse hepatocytes, oleate lipid droplets, BODIPY imaging; inhibition, % at 6.5 µM; actives 0.4% (n = 240,000); AID 1656;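 active = lipid droplet intensity inhibited by at least 50%, with more than 500 cells counted; inconclusive = wells with under 300 cells, treated as cytotoxic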
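Assay system: AML12 mouse liver cells | Compound dosing: One dose, 6.5 µM compound | Read-out basis: Droplet intensity reduction, % inhibition | Measured by: Fluorescence imaging, 20x objective, two fields per well | Schedule: Overnight treatment with compound plus oleate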
bCat nuc transl – beta-catenin nuclear translocation modulation | nuclear translocation activity, % at 5 µM | HeLa beta-catenin nuclear translocation, immunofluorescence imaging | actives 0.3% (n = 190,000);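 active = nuclear translocation activity above 50% at 5 µM, with a well cell count of 50 or more; inconclusive = wells under 50 cells across six images, flagged as toxic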;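 also: per-cell ratio of nuclear to cytoplasmic median beta-catenin stain intensity; plate controls were DMSO negative control for no effect and GSK-3 inhibitor IX positive control for full effect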
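assay system = human HeLa cells, endogenous beta-catenin | times = compound treatment 24 h, 37°C, 5% CO2 | detection = Anti-beta-catenin immunofluorescence on PFA-fixed, Triton-permeabilized cells, DAPI nuclei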
Autophagy mod – alters autophagy in cells | MEF GFP-LC3 puncta imaging; test concentration mostly 10 µM | calls only at 10 µM (by protocol) | actives 0.98% (n = 190,000);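 active = percentage of spot-positive cells more than 3 SD above its plate mean, without a fluorescence outlier flag or 80% toxicity; inconclusive = no clear call, values can overlap the other calls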;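 also: spot-positive cell cutoff set from DMSO-treated cells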
XIAP displacement – small molecules displacing peptide from XIAP – biochemical, IAP family, fluorescence polarization (AID 1018) | displacement, % at 20 µM; hits with a dose series show IC50 in µM | XIAP BIR domain, fluorescence polarization peptide displacement; higher % means a stronger effect | actives 0.007% (n = 200,000); in the data active = displacement above about 50%; also: a part of the inactive calls stands beside numbers as strong as those of hits
ER stress rescue – protection against thapsigargin-triggered cell killing – 384-well, CSM14.1, ATP luminescence, primary screen (AID 1222). CSM14.1 thapsigargin-induced death rescue, ATP luminescence; higher % means a stronger effect. cellular ATP content (survival), % at 20 µM; hits with a dose series show EC50 in µM. 190,000 tested, under 10 active;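 active = EC50 below 50 µM in the dose-response confirmation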;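 also: death triggered by thapsigargin at about 15 µM added after 2 h compound pretreatment; cell ATP read after overnight thapsigargin exposure of roughly 18 to 22 hours; normalized against plate controls of thapsigargin alone and 5% DMSO vehicle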
Dynein transport – blocks dynein driven cargo transport along microtubules. 3617.4 mouse cells, GR-EGFP nuclear translocation imaging; test concentration mostly 20 µM; stimulated with dexamethasone, 1 µM; hits give low values. z-score, hits read low. actives 0.47% (n = 220,000). AID 1381;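 active = plate z-score of nuclear minus cytoplasmic receptor signal below a set negative limit, without overly bright fluorescence or cell loss, cut at about -3.5 in these data, passing the limit was not always enough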;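 also: z-score of nuclear minus cytoplasmic ring GR-EGFP intensity difference per well; some compounds called inactive have numbers as strong as hits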
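medium = tetracycline-free induction medium containing charcoal-stripped FBS | probe or stimulus = dexamethasone, 1.0 µM final | timing = 48 h induction, then 1 h compound, then 30 min agonist, 37 °C | detection = automated 10x imaging of fixed Hoechst-stained cells | read-out basis = nuclear versus cytoplasmic GR-EGFP signal, averaged per well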
Insulin prom up – MIN6 insulin promoter up-regulation; MIN6 insulin promoter-GFP reporter, high-content imaging; hits give high values; z-score at 5 µM; actives 0.3% (n = 190,000); AID 1625;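 active = z-score above 3 at 5 µM with at least 500 cells counted in the well; inconclusive = wells under 500 cells, flagged as cytotoxic or low count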
WT yeast gro inh mutant strain – recorded beside WT yeast gro inh, whose call it bears; inhibition, %; mitochondrial fusion phenotypic screen, mutant strain inhibition
Dynein transport cytoplasmic EGFP – further read-out of Dynein transport, marked with its call; z-score; measured here: cytoplasmic GR-EGFP intensity; hits give high values
Dynein transport nuclear GR-EGFP – second read-out of Dynein transport, no call of its own (marks repeat the call); z-score; measured here: nuclear GR-EGFP intensity;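 lower value marks the stronger effect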
Dynein transport cell count – further read-out of Dynein transport, marked with its call; z-score; measured here: cell count per field
Insulin prom up cell count – further read-out of Insulin prom up, marked with its call; cell count; measured here: cytotoxicity, nuclei count;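 total cells summed across four imaged fields per well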
Hep lipid drop cells 6.5 µM – further read-out of Hep lipid drop, marked with its call; cell count; measured here: cell count, cytotoxicity flag;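 cells counted across two imaged fields per well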
bCat nuc transl cell count 5 µM – recorded beside bCat nuc transl, whose call it bears; cell count; measured here: cell count, cytotoxicity flag
MT stabilizer Hoechst-high % – second read-out of MT stabilizer, no call of its own (marks repeat the call); % Hoechst-high responders; measured here: nuclear condensation Hoechst responders;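 share of cells brighter than vehicle mean plus two SD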
MT stabilizer cytotoxicity % – second read-out of MT stabilizer, no call of its own (marks repeat the call); toxicity, %; measured here: cytotoxicity by cell density;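 0% = mean cell density of plate MIN control wells and 100% = no cells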
Autophagy mod cell loss 18 h – further read-out of Autophagy mod, marked with its call; toxicity, %; measured here: cell loss, nuclei count;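 cell loss after 18 h compound exposure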
An asterisk follows results filed as active; i = inactive; ? = inconclusive; . = not tested or not shown.

SMILES,MT stabilizer,MT stabilizer Hoechst-high %,MT stabilizer cytotoxicity %,WT yeast gro inh,WT yeast gro inh mutant strain,Hep lipid drop,Hep lipid drop cells 6.5 µM,bCat nuc transl,bCat nuc transl cell count 5 µM,Autophagy mod,Autophagy mod cell loss 18 h,XIAP displacement,ER stress rescue,Dynein transport,Dynein transport cytoplasmic EGFP,Dynein transport nuclear GR-EGFP,Dynein transport cell count,Insulin prom up,Insulin prom up cell count
FC(F)(F)c1ccc(NC(=S)NCc2ccccc2)cc1,3.9,2.2,8.0,60*,25*,-19,719,-4.3,1128,i,-7,-2.5%,-1.7%,-0.17,-0.18,-0.0028,0.58,.,.
Cc1ccc2nc(NCCCNC(=O)c3cnccn3)c(C#N)cc2c1,1.8,2.5,9.7,91*,-2.3*,.,.,1.5,1184,i,-5,-3.6%,-1.1%,0.38,-0.22,0.4,-0.2,0.3,1065
O=C(COc1ccccc1C(=O)Nc1ccccc1)NCCc1ccccc1,7.1,1.3,4.1,8,0,-3,651,-0.4,1092,i,1,-6.8%,-1.4%,0.27,-0.31,-0.036,-0.25,-0.29,1201
Cc1ccc(S(=O)(=O)N2CCC[C@H]2C(=O)OC(C)C(=O)Nc2ncc(Cl)cc2Cl)cc1 (stereo partly drawn),3.1,1.8,2.6,-7,-2,.,.,-1.3,1374,i,3,1.8%,-2.6%,-0.93,-0.24,-1.1,0.78,0.42,1522
COc1ccc(CCNc2nc(-c3ccc(NC(C)=O)cc3)cs2)cc1OC,2.7,1.2,1.0,-6,0,-27,753,-0.1,1072,i,9,-3.7%,-1.3%,1.3,-0.26,0.85,-0.45,-0.29,1180
O=C(NC(=O)N1CCCCC1)c1ccccc1,4.1,3.4,5.6,0,7,-3,667,-3.0,1140,i,3,2.0%,-1.1%,-0.42,-0.28,0.37,0.5,0.08,1490
Cc1ccc(-c2cc(=O)c3ccccc3[nH]2)cc1,16,15,29,30,9,-8,655,.,.,i,23,-5.2%,-3.4%,0.19,-0.29,0.42,0.6,-0.61,795
Cc1ccc(NC(=O)NNC(=O)C2CCN(Cc3ccc(F)cc3Cl)CC2)cc1,1.3,2.2,7.7,-2,2,20,682,0.1,1049,i,5,-7.1%,-0.2%,-0.62,-0.25,-0.36,0.75,.,.
CCCCCc1cc(=O)oc2c(C(CCN3CCCC3)c3cc(OC)c(OC)c(OC)c3)c(OC)cc(OC)c12 (stereo not drawn),.,.,.,.,.,22,713,6.6,695,.,.,.,.,-4.9,1.1,-2.3,-4.5,?,.
O=C(COC(=O)C1(c2cccc(F)c2)CCCC1)NCc1cccs1,3.6,3.2,3.9,0,12,3,733,2.6,1157,i,-11,-6.0%,-0.1%,1.1,-0.22,1.1,-2.1,0.3,1175
CCOC(=O)N1CCC(NCCNC(=O)c2ccco2)CC1,3.6,1.1,4.1,-23,-10,-4,707,-0.1,949,i,12,-6.3%,-0.9%,-0.55,-0.3,-0.11,1,0.08,1474
Cc1nn(C)cc1/C=N/NC(=O)Cn1nccc1C,2.2,2.8,14,-4,-1,5,701,-2.5,513,i,-8,-7.7%,-1.2%,0.24,-0.015,0.49,0.33,0.03,1256
CC1=CC(C)(C)N(C(=O)CNC2CCCC2)c2cc(C)ccc21,1.9,2.8,8.4,-5,-1,-20,587,0.4,1465,i,2,8.6%,-2.4%,-0.98,-0.27,-0.55,0.65,-1.1,1278
Fc1cccc(NC(=S)NCCCN2CCOCC2)c1,2.6,1.4,5.4,-1,0,.,.,-0.1,1443,i,2,-2.9%,-0.5%,-0.24,-0.2,-0.32,0.71,-0.35,1746
Cc1ccc(OCC(=O)Nc2nnc(C3CCCO3)s2)c(Br)c1 (stereo not drawn),4.1,3.0,8.4,-2,-9,13,728,-1.2,1079,i,1,-9.3%,-2.1%,1.6,-0.088,0.68,-0.67,0.22,1049
CC(C)(C)NC(=O)Cn1ccc(=N)c2ccccc21,2.2,1.4,0.4,7,11,.,.,-5.2,846,i,-18,-1.7%,0.1%,-0.45,-0.21,-0.16,0.48,0.53,1304
CC(C)C(C)NC(=O)COC(=O)c1cc(S(=O)(=O)N(C)C)ccc1N1CCCC1 (stereo not drawn),3.5,2.2,8.1,-3,-13,-15,687,-3.5,1059,i,-6,-2.3%,-0.3%,0.86,-0.3,-0.21,0.28,0.04,1678
CCOc1ccc(-c2cc(N3C(=O)Nc4ccccc4N3O)n[nH]2)cc1,1.5,1.3,4.2,-2,12,16,687,-2.0,1129,i,3,-2.8%,0.2%,-0.33,-0.18,-0.38,2.8,-0.53,1525
CCOC(=O)c1ccc(NC(=O)c2ccc(C)c(S(=O)(=O)N3CCOCC3)c2)cc1,2.4,0.8,7.3,-10,-1,.,.,.,.,i,1,-5.1%,0.7%,-0.49,-0.046,-0.29,0.37,-0.21,943
CCOc1ccccc1N(CC(=O)Nc1ccc2c(c1)OCCO2)S(C)(=O)=O,4.1,3.8,4.2,-11,3,.,.,-7.0,863,i,-13,-3.0%,-1.9%,-0.27,-0.23,-0.36,0.45,-1.3,1535

Reformatted: entries from further up
CCOc1ccccc1N(CC(=O)Nc1ccc2c(c1)OCCO2)S(C)(=O)=O
  MT stabilizer: 4.1
  MT stabilizer Hoechst-high %: 3.8
  MT stabilizer cytotoxicity %: 4.2
  WT yeast gro inh: -11
  WT yeast gro inh mutant strain: 3
  Hep lipid drop: .
  Hep lipid drop cells 6.5 µM: .
  bCat nuc transl: -7.0
  bCat nuc transl cell count 5 µM: 863
  Autophagy mod: i
  Autophagy mod cell loss 18 h: -13
  XIAP displacement: -3.0%
  ER stress rescue: -1.9%
  Dynein transport: -0.27
  Dynein transport cytoplasmic EGFP: -0.23
  Dynein transport nuclear GR-EGFP: -0.36
  Dynein transport cell count: 0.45
  Insulin prom up: -1.3
  Insulin prom up cell count: 1535
CC(C)(C)NC(=O)Cn1ccc(=N)c2ccccc21
  MT stabilizer: 2.2
  MT stabilizer Hoechst-high %: 1.4
  MT stabilizer cytotoxicity %: 0.4
  WT yeast gro inh: 7
  WT yeast gro inh mutant strain: 11
  Hep lipid drop: .
  Hep lipid drop cells 6.5 µM: .
  bCat nuc transl: -5.2
  bCat nuc transl cell count 5 µM: 846
  Autophagy mod: i
  Autophagy mod cell loss 18 h: -18
  XIAP displacement: -1.7%
  ER stress rescue: 0.1%
  Dynein transport: -0.45
  Dynein transport cytoplasmic EGFP: -0.21
  Dynein transport nuclear GR-EGFP: -0.16
  Dynein transport cell count: 0.48
  Insulin prom up: 0.53
  Insulin prom up cell count: 1304

Additional results
SMILES,MT stabilizer,MT stabilizer Hoechst-high %,MT stabilizer cytotoxicity %,WT yeast gro inh,WT yeast gro inh mutant strain,Hep lipid drop,Hep lipid drop cells 6.5 µM,bCat nuc transl,bCat nuc transl cell count 5 µM,Autophagy mod,Autophagy mod cell loss 18 h,XIAP displacement,ER stress rescue,Dynein transport,Dynein transport cytoplasmic EGFP,Dynein transport nuclear GR-EGFP,Dynein transport cell count,Insulin prom up,Insulin prom up cell count
CC(C)NC(=O)C1CCCN(c2nnc(-n3cccc3)s2)C1 (stereo not drawn),5.9,3.0,4.7,4,2,.,.,.,.,i,6,-0.1%,-0.2%,-1,-0.27,-0.49,0.52,0.58,1024
CC(Sc1nnc(Cn2c(=O)sc3ccccc32)n1C)c1ccccc1 (stereo not drawn),3.7,2.8,7.0,8,2,-40,714,-2.1,1178,i,18,-5.5%,-1.3%,-1,-0.24,-0.23,0.73,-0.54,1260
CC(C)N(C)CCOC(=O)/C=C/c1ccccc1,2.1,2.3,1.9,10,8,1,615,-0.5,906,i,3,-2.4%,-4.7%,0.3,-0.02,0.063,-0.25,-0.1,1370
Cn1c(=O)c2c(nc(Cl)n2Cc2ccncc2)n(C)c1=O,3.3,1.4,1.6,-25,16,.,.,-1.2,901,i,-3,-2.6%,-2.8%,0.84,-0.2,0.91,0.5,0.61,1210
Cc1ccc2c(c1)nnn2C1CCN(C(=O)c2ccccc2F)CC1,1.6,1.4,6.4,-1,3,-17,663,-0.4,953,i,-14,-11%,0.0%,-0.63,-0.16,-0.17,0.14,.,.
C(=C\c1nccc2c1[nH]c1ccccc12)/c1ccccc1,.,.,.,.,.,2,797,1.8,1199,.,.,.,.,-0.39,-0.15,-0.28,0.36,-0.09,979
CCCCNS(=O)(=O)c1ccc2nc(SCC(=O)Nc3ccccc3Cl)[nH]c2c1,4.6,2.2,1.5,11,3,-3,678,1.4,1070,i,8,-9.1%,2.1%,-0.84,-0.24,-0.72,0.22,-0.26,1365
CCn1c(SCC(=O)Nc2ccc(C)cc2)nc(O)cc1=O,.,.,.,.,.,2,702,-0.5,1290,.,.,.,.,-0.83,0.2,0.083,0.83,-0.9,1185
Cc1ccc(Sc2ncccc2C(=O)O)cc1,2.2,2.9,4.1,-18,-5,-21,486,1.0,931,i,-4,-5.5%,0.5%,-0.59,1.1,-0.43,0.23,-0.04,1286
O=C1c2cccc([N+](=O)[O-])c2C(=O)N1c1cccnc1,1.8,2.2,7.1,-7,4,-8,658,-1.4,1062,i,-3,-3.3%,-0.8%,0.99,-0.32,0.5,-0.23,0.23,1239
